Compound activity as filed in PubChem BioAssay.
NCI-60 one-dose screen, 48 h, at 10 µM unless noted. Numbers give growth in % (100 = growth as untreated, 0 = no growth, -100 = all killed).
NCI-H460 = NCI-H460 lung cancer | 82,000 tested, 6.8% active
COLO 205 = COLO 205 colon cancer. 79,000 tested, 7.3% active
NCI-H522 = NCI-H522 lung cancer. 78,000 tested, 8% active. AID 1794739
NCI-H322M = NCI-H322M lung cancer; 80,000 tested, 2.7% active; AID 1794733
NCI-H226 = NCI-H226 lung cancer | 79,000 tested, 3.5% active | AID 1794732
NCI-H23 = NCI-H23 lung cancer; 80,000 tested, 4% active
HT29 = HT29 colon cancer. 81,000 tested, 7.4% active
RXF 393 = RXF 393 renal cancer cells; 77,000 tested, 6.9% active; AID 1794773
A498 = A498 renal cancer cells | 76,000 tested, 5.4% active | AID 1794774
* hit, by the source's call; · = not tested or not shown; & = joins results of further samples. How the source made its calls: active means growth percent below 10; inactive means the rest.

Start of the listing, in advance:
Structure	NCI-H460	COLO 205	NCI-H522	NCI-H322M	NCI-H226	NCI-H23	HT29	RXF 393	A498
Cc1ccc(S(=O)(=O)N(CCC(=N)N)C(C)C)cc1	104	100	89	75	98	103	93	111	111
Cc1ccc(-c2nc(C(=O)O)c(Sc3ccc(Cl)cc3)o2)cc1	111	110	89	97	96	108	105	110	116
Cc1cc(N=O)cc(C(C)(C)C)c1O	101	92	90	96	86	97	85	105	74
Cc1ccc(Cl)cc1NC(=O)Nc1nc2ccc([N+](=O)[O-])cc2s1	-41*	-88*	-37*	-6.2*	-9.0*	-29*	-19*	-23*	-22*
Cn1cccc1C(=O)C1C(c2cccc(F)c2)C2CCCN2C12C(=O)Nc1ccc(Cl)cc12 (stereo unspecified)	94	104	83	100	95	95	93	111	90
CC1OC(C)(c2ccc(Cl)c(O)c2)OC1C (stereo unspecified)	·	110	99	108	113	99	·	119	·

This part in full, from the start:
Structure	NCI-H460	COLO 205	NCI-H522	NCI-H322M	NCI-H226	NCI-H23	HT29	RXF 393	A498
Cc1ccc(S(=O)(=O)N(CCC(=N)N)C(C)C)cc1	104	100	89	75	98	103	93	111	111
Cc1ccc(-c2nc(C(=O)O)c(Sc3ccc(Cl)cc3)o2)cc1	111	110	89	97	96	108	105	110	116
Cc1cc(N=O)cc(C(C)(C)C)c1O	101	92	90	96	86	97	85	105	74
Cc1ccc(Cl)cc1NC(=O)Nc1nc2ccc([N+](=O)[O-])cc2s1	-41*	-88*	-37*	-6.2*	-9.0*	-29*	-19*	-23*	-22*
Cn1cccc1C(=O)C1C(c2cccc(F)c2)C2CCCN2C12C(=O)Nc1ccc(Cl)cc12 (stereo unspecified)	94	104	83	100	95	95	93	111	90
CC1OC(C)(c2ccc(Cl)c(O)c2)OC1C (stereo unspecified)	·	110	99	108	113	99	·	119	·
COc1cccc(/C=C/C(=O)c2cccc(Nc3nc(Nc4ccccc4)nc(Nc4ccccc4)n3)c2)c1	92	88	86	87	94	82	66	-39*	95
Cc1nn(-c2ccc(Cl)cc2)c(C)c1N=Nc1ccccc1	96	118	65	88	88	88	80	99	70
CCCCOc1nc2ccccc2cc1-c1cc(-c2ccc(Cl)cc2)nc(-c2ccc(Cl)cc2)c1	102	111	102	99	106	104	107	108	96
CC1=NN(c2ccc([N+](=O)[O-])cc2)C(=O)C1	103	102	·	97	88	85	111	111	77

Molecules above containing sulfur, in the order listed:
Structure	NCI-H460	COLO 205	NCI-H522	NCI-H322M	NCI-H226	NCI-H23	HT29	RXF 393	A498
Cc1ccc(S(=O)(=O)N(CCC(=N)N)C(C)C)cc1	104	100	89	75	98	103	93	111	111
Cc1ccc(-c2nc(C(=O)O)c(Sc3ccc(Cl)cc3)o2)cc1	111	110	89	97	96	108	105	110	116
Cc1ccc(Cl)cc1NC(=O)Nc1nc2ccc([N+](=O)[O-])cc2s1	-41*	-88*	-37*	-6.2*	-9.0*	-29*	-19*	-23*	-22*

(cont.)
Structure	NCI-H460	COLO 205	NCI-H522	NCI-H322M	NCI-H226	NCI-H23	HT29	RXF 393	A498
CCOC(=O)C1=C(C)NC(SCc2cc(=O)oc3ccc(Cl)cc23)=N[C@@H]1c1cccc2ccccc12	105	91	76	99	102	96	105	126	·
COc1ccc(NC(=O)Nc2ccc(Nc3nc(C)cc(Nc4ccc(C)cc4)n3)cc2)cc1	-74*	-79*	-75*	-75*	-71*	-57*	-85*	-81*	107
Cc1cc(=O)c2cc3nc(-c4cccnc4)oc3c(Br)c2o1	104	·	63	109	116	90	103	·	103
CCCCCCCCCCCCCC(=O)Sc1ccccc1C(=S)S	96	101	92	107	103	108	98	105	112
CCCCC#Cc1c(I)n(C2OC(CO[Si](C)(C)C(C)(C)C)C3OC(C)(C)OC32)c(=O)n(C(=O)c2ccccc2)c1=O (stereo unspecified)	69	-47*	71	110	68	52	0.3*	-57*	88
c1cn2cc(-c3ccc4ncn(C5CCCCC5)c4c3)nc(-c3ccc4ncn(C5CCCCC5)c4c3)c2n1	47	78	51	61	53	72	28	83	74
COc1ccccc1N1C(=O)CSC1=S	100	115	83	98	102	91	103	84	81
O=C1NC(c2ccc(Cl)c(Cl)c2)=C/C1=C\c1cccc([N+](=O)[O-])c1	96	117	85	100	90	98	102	108	66
CC1(C)CC[C@]2(C(=O)Nc3ccccn3)CC[C@]3(C)C(=CC[C@@H]4[C@@]5(C)Cc6c([nH]c7ccccc67)C(C)(C)[C@@H]5CC[C@]43C)[C@@H]2C1	104	110	97	107	97	91	109	105	102
CC(C)CCC[C@@H](C)[C@H]1CC[C@H]2[C@@H]3CC=C4c5sc(Nc6cc(C(F)(F)F)cc(C(F)(F)F)c6)nc5CC[C@]4(C)[C@H]3CC[C@]12C	105	100	101	99	104	93	110	107	123
Cc1cccc(C)[n+]1[O-]	99	·	81	102	104	101	96	113	76
CC(=O)NCCSC(=O)C(=O)SCCNC(C)=O	114	122	125	144	103	109	120	·	104
CN1CCN(c2ccc(-c3c(C#N)c(-c4ccc(Cl)cc4)nc4c3c(-c3ccccc3)nn4-c3ccccc3)cc2)CC1	99	112	90	99	86	98	94	101	92
O=S(=O)(NCCCNc1cc(-c2cn(-c3ccccc3)nc2-c2cccc(O)c2)ccn1)c1ccc(F)cc1	25	-66*	38	51	54	44	0.8*	40	34
O=C(CC(=O)C(F)(F)C(F)(F)C(F)(F)F)c1ccco1	107	114	·	109	112	110	106	111	107
Oc1ccc2ccccc2c1N=Nc1nc(-c2ccccc2)cs1	20	51	64	38	68	54	28	84	99
O=C(N/N=C/c1cccc(S(=O)(=O)O)c1)c1ccncc1	108	101	68	172	93	96	103	106	94
O=C1CC(=O)N2CSCN(C(c3ccccc3)c3nc4ncncc4[nH]3)C2=N1 (stereo unspecified)	112	114	94	106	107	100	106	105	86
CC(C)c1nc2c(c(=O)n(C)c(=O)n2C)n1C	108	125	87	103	101	96	104	102	98
Cc1c(C)c(Cl)c(C)c(Cl)c1O	107	101	92	106	102	106	100	104	113
Cc1cc(-c2ccc(N=C=O)c(C)c2)ccc1N=C=O	105	118	99	109	96	97	111	113	103
C=CCc1cc(Cl)ccc1O	106	95	116	88	101	105	107	·	106
COc1ccc(C(=O)CSc2nccc(Nc3ccc(S(=O)(=O)Nc4nccc(C)n4)cc3)n2)cc1	112	115	97	110	109	100	114	115	120
COc1ccc(-c2nc(N3N=C(c4ccc(F)cc4)CCC3=O)n(C)c(=O)c2C#N)cc1	109	111	93	97	64	94	103	110	114
O=C(NCCc1ccccc1)c1ccccc1O	101	108	88	110	97	114	106	91	77
C=C(C)[C@H]1CC2=C(C(=O)OC)C=C(O2)[C@H]2O[C@]2(C)C[C@H]2C=C(CC1=O)C(=O)O2	105	113	94	102	104	106	110	108	94
N#Cc1ccc(NC(=O)COc2ccc(/C=C3\C(=O)Nc4ccccc43)cc2)cc1	81	106	83	90	84	74	104	69	108
O=C(O)C1CCC(C(=O)O)O1 (stereo unspecified)	106	108	102	·	103	108	110	116	105
COC(=O)[C@]12CC[C@@H](C)[C@H](C)[C@@H]1C1=CC[C@@H]3[C@@]4(C)CC(=O)[C@H](O)[C@@]5(C)COC(=C45)C[C@@]3(C)[C@]1(C)CC2	-52*	-81*	-76*	-73*	-75*	-67*	-61*	-88*	-84*
CCOC(=O)c1cc(C(=O)c2cc(OC)c(OC)c(OC)c2)n2c1ccc1c3cccnc3ccc12	82	37	23	·	82	77	20	67	61
O=C(CCCCCCN1CC(=O)N2[C@@H](c3cccc4c3CCO4)c3[nH]c4ccccc4c3C[C@H]2C1=O)NO	104	109	98	96	99	·	104	112	115
CCCCCCCCCCCCCCCCCCOc1ccccc1CC(=O)OCC[N+](C)(C)C	13	-67*	2.2*	67	29	40	8.7*	-54*	45
Cn1c2c(c3ccccc31)CCCC2	109&103	111&115	78&107	103&97	106&107	102&102	102&111	107&116	92&106
O=C1Cc2ccccc2C(=O)N1	110	99	77	96	101	103	89	99	103
CCc1ccc(-c2ccc(-n3nc(C)c(C#N)c3N)cc2)cc1	93	102	57	112	72	81	66	90	67
CC1=C(C(=O)OCc2ccccc2)C(c2ccc3c(c2)OCO3)NC(=S)N1C (stereo unspecified)	106	114	86	98	87	87	105	104	109
Cc1ccc2[nH]c(=O)c(Cc3cc(-c4ccccc4)n[nH]c3=O)cc2c1	97	102	94	99	92	80	106	99	75
NC(=O)C(O)c1ccccc1 (stereo unspecified)	104	103	95	120	106	107	108	107	98
CSC(N)=NC(c1ccccc1)c1ccccc1	79	89	87	87	91	77	73	105	74
COc1cc2c(cc1OC)C1(NCC2)C(=O)NC2C=CC=CC21 (stereo unspecified)	102	112	93	101	95	94	109	108	63
O=C(NN1C(=O)/C(=C/C=C/c2ccco2)SC1=S)c1ccccc1	95	117	90	99	92	104	112	110	·
S=C(NCN1CCCCC1)NCN1CCCCC1	107	103	85	105	98	102	82	110	93
O=C(Nc1ccccc1)Nc1nc(=O)c2ccccc2c(=O)[nH]1	106	110	101	99	100	100	107	104	96
Cc1ccccc1-n1nnc(C(=O)Nc2ccc3cc(CN4CCNCC4)ccc3n2)c1C	62	82	77	96	68	78	92	100	84
CCOC(=O)/C(=C(\C)N)C1CC(=O)NC1=O (stereo unspecified)	101	109	102	·	97	96	105	102	107
COc1ccc(/C=C2/N=C3N(N=C(N=C(N)N)N3c3ccccc3)C2=O)cc1	103	106	91	96	97	99	107	113	112
Cc1ccc(NC(=O)CN2CCN(c3cc(=O)n(-c4ccccc4)c4ccccc34)CC2)cc1	84	97	71	82	80	65	89	79	77
CN(CCCCCl)P(=O)(OCc1ccc([N+](=O)[O-])o1)C(F)(F)c1ccc(CC(=O)NC[C@@H](O)/C=C\[C@@H](O)[C@H](CO)Cc2ccccc2)cc1 (stereo partly specified)	102	103	-2.4*	97	96	93	77	100	84
CCOC(=O)c1cc2c(n1Cc1ccc(OC)cc1)-c1oncc1CCC2	103	129	103	105	·	101	109	101	87
COc1ccc(-c2cc(-c3ccccc3)nc(N3CCN(CCNc4ccnc5cc(Cl)ccc45)CC3)n2)cc1	-69*	-69*	2.0*	88	68	15	-68*	-35*	15

(listing goes on)
Structure	NCI-H460	COLO 205	NCI-H522	NCI-H322M	NCI-H226	NCI-H23	HT29	RXF 393	A498
CC(=O)NC1C(=O)OC(C(O)CO)C1O (stereo unspecified)	106	114	93	103	93	95	100	106	106
COc1ccc(C2CC(c3ccc(Cl)cc3)=NN2/C=C2\SC(=S)N(NC(=O)Cc3ccccc3Nc3c(Cl)cccc3Cl)C2=O)cc1 (stereo unspecified)	82	30	66	85	69	80	58	66	72
Cc1ccc(S(=O)(=O)N2CCc3c([nH]c4ccccc34)C2c2cc(=O)oc3cc(C)ccc23)cc1 (stereo unspecified)	91	92	67	92	77	79	64	92	114
Fc1ccc(CSc2ncnc3nc[nH]c23)cc1	97	103	92	104	97	111	100	·	99
CCCCCCN1C(=O)C2(NCc3c(nc4c(c(C)nn4-c4ccccc4)c3-c3ccc(Cl)cc3)N2)c2ccccc21 (stereo unspecified)	17	46	79	94	90	81	71	77	86
COc1ccc(-c2[nH]c3c(c(=O)c2C#N)c(=O)n(C)c(=O)n3C)cc1	97	94	82	95	86	91	113	91	107
Cc1ccc(-c2nc3sc(C)nn3c2-c2nc3cc(Cl)c(F)cc3[nH]2)cc1	98	110	95	111	105	102	104	104	77
C/C=C(\C)C(=O)O[C@@H]1C2CC3=C4CC(=O)O[C@@H](c5ccoc5)[C@]4(C)CC[C@@H]3[C@@](C)(C2=O)[C@@H](CC(=O)OC)C1(C)C	101	111	71	92	90	97	102	91	74
COc1ccc(C2CC(=O)Nc3[nH]ncc32)cc1 (stereo unspecified)	107	104	97	97	98	100	100	92	113
Cc1ccc(S(=O)(=O)c2ccsc2NC(=O)c2ccccc2)cc1	87	77	78	112	86	62	50	117	·
CC1(C)Cc2cc(O)ccc2O1	105	129	106	121	101	109	104	102	85
COc1ccc(C2[C@@H](c3ccccc3)C(=O)N2c2cc(OC)c(OC)c(OC)c2)cc1F (stereo partly specified)	5.9*	-48*	-34*	38	67	25	-19*	13	2.9*
COc1cc2c(c(OC)c1OC)C(=O)N[C@@H]1[C@@H](O)[C@@H](O)[C@H](O)C[C@@H]21	110	108	98	104	102	106	107	102	112
CN(C)Cc1c(-c2ccccc2)[nH]c2ccccc12	99	107	82	114	106	89	89	·	76
CC1CC(C)(C)NC(=S)O1 (stereo unspecified)	123	121&127	91&100	100&129	112&113	103&106	115	122&86	107&112
O=C(O)c1cccc2c1-c1ccc(Cl)cc1C2=O	117	102	90	·	103	99	97	116	92
c1ccc2c(c1)CCC2c1cc2ccccc2o1 (stereo unspecified)	102	102	96	94	98	94	96	113	96
Cc1nc2sccn2c1CO	109	117	105	104	103	99	102	·	88
Cc1ccc(Cl)cc1NC(=O)c1cc2ccccc2cc1O	-22*	1.5*	-18*	-3.3*	-36*	-30*	7.4*	-16*	-31*
COc1ccc(Oc2nc(Nc3ccc(N4CCOCC4)cc3)ncc2NC(=O)Nc2cccc(OC)c2)cc1	42	18	24	53	42	72	54	39	66
Nc1nc(C(=O)N/N=C/c2ccc(Cl)cc2)nn1-c1ccc(S(N)(=O)=O)cc1	104	118	97	104	99	104	111	108	99
COc1ccc([C@@H](OC)[C@@]2(Cc3ccc(O)cc3)N=C(N)N(C)C2=O)cc1	103	111	89	105	99	93	112	74	96
NC(=O)C1=C[C@H]2[C@H]3C=C[C@@]2(O)C(=O)O[C@@H]3O1	99	39	63	94	48	67	47	8.4*	81
